Source: PubChem BioAssay (National Center for Advancing Translational Sciences (NCATS))
EPAC1 antagonist: qHTS for Antagonist of cAMP-regulated guanine nucleotide exchange factor 3 (EPAC1): primary screen. EPAC1 GEF assay, Rap1b-BODIPY-GDP exchange fluorescence. AID 720709, 2013. Rap guanine nucleotide exchange factor 3 (Homo sapiens), O95398. 0.14% of 360,000 active. Potency, µM (series often up to 115 µM), for inactives: top-dose activity change, negative = inhibition, most hits filed as inhibitors;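 also: potency is read from the fitted curve at half-maximal effect; plate controls were vehicle for no effect and positive control for full effect; nearly all actives have a fitted effect of over 50% in size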
Target sequence (O95398 whole entry, looked up): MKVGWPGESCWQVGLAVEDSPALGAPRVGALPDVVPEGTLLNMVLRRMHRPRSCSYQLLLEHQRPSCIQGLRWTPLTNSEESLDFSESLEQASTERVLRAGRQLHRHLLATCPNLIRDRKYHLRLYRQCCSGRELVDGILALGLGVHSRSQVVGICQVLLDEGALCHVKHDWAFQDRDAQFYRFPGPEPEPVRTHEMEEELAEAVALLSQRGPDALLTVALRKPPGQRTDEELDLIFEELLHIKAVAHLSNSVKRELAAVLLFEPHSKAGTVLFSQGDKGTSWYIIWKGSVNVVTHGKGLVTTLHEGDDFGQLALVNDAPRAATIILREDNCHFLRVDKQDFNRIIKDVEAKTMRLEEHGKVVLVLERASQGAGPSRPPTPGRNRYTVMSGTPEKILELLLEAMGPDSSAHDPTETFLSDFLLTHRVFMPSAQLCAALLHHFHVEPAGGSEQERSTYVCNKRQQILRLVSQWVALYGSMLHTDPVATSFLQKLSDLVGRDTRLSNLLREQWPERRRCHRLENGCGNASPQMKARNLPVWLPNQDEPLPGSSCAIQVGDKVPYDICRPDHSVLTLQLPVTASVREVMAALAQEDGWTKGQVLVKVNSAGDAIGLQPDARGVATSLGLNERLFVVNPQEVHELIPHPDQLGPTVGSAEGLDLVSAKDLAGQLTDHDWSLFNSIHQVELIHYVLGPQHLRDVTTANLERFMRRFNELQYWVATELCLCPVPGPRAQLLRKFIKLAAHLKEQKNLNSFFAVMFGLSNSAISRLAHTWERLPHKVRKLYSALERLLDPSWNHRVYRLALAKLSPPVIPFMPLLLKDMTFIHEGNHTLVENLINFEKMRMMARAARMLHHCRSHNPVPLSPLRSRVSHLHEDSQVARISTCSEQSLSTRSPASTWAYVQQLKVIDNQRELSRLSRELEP
aSyn yeast inh: qHTS of alpha-syn Inhibitors; Yeast expressing alpha-synuclein, growth rescue, BacTiter-Glo, 24 h; Potency, µM (highest dose often 46.1 µM), for inactives: at the highest dose growth rescue (activation), usual class: activators; 0.14% of 370,000 active; AID 652106, 2013; also: potency is read from the fitted curve at half-maximal effect; % of control where 0% means no effect; nearly all actives have a fitted effect of over 65% in size
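Galactose-induced alpha-syn yeast (OD600=0.02, raffinose-pregrown) + pinned cpd, 24 hr, 30 deg C; growth by BacTiter-Glo luminescence. Growth restoration scores as activation.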
PLK1 PBD block: qHTS for Inhibitors of PLK1-PDB (polo-like kinase 1 - polo-box domain): Primary Screen; Plk1 PBD binding of FITC phosphopeptide, fluorescence polarization; Serine/threonine-protein kinase PLK1 (Homo sapiens), P53350; 2.8% of 360,000 active; Potency, µM, for inactives: max response, negative = inhibition, hits mostly inhibitors; also: potency is read from the fitted curve at half-maximal effect; series mostly up to about 57 µM; % is scaled to controls: 0 for no effect and ±100 for the full control effect; nearly all actives have a fitted effect of over 65% in size
FUS suppressor: qHTS for Suppressors of FUS Proteinopathy: Primary screen using FUS-linked yeast assay. S. cerevisiae FUS-expressing, growth rescue, OD600, 24 h. 0.24% of 390,000 active. Potency, µM (top dose mostly 76.6 µM), for inactives: top-dose growth rescue (activation), actives largely listed as activators. AID 1347120, 2019;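 also: potency is read from the fitted curve at half-maximal effect; plate controls were DMSO vehicle for no effect and reference control for full effect; nearly all actives have a fitted effect of over 55% in size; some results filed as inactive show a strong effect at the top dose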
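Yeast FUS proteinopathy model; galactose-induced FUS (2%), starting OD 0.005. Cpds in dilution series, 24hr, 30C, 99% humidity. Abs 600 nm growth. Pos ctrl CP55940 (top 92uM final); neg ctrl DMSO.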
WRN inhibitor: qHTS for Inhibitors of WRN Helicase; WRN helicase unwinding, fluorescent forked duplex, kinetic; Potency, µM (doses to about 114 µM), for inactives: top-dose activity change, negative = inhibition, most hits filed as inhibitors; 0.46% of 360,000 active; AID 651768, 2012; also: potency is read from the fitted curve at half-maximal effect; % is scaled to controls: 0 for no effect and ±100 for the full control effect; nearly all actives have a fitted effect of over 55% in size
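Primary qHTS, 1536-well format. 20 nM WRN + compound, 15 min RT; start with 100 nM forked fluorophore/quencher duplex, 2 mM ATP (final); kinetic read ex 525/em 598 nm.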
IL-2 act: qHTS of IL-2 Activators | IL-2 activation reporter assay, cell-based qHTS; stimulated with anti-CD3/CD4/CD28 beads; in transgenic mouse T cells | activation, % (series mostly up to about 46 µM) | 0.065% of 360,000 active; in the data active = activation above about 50%; inconclusive = mostly about 30% to 49%; also: 0% is about no effect
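Unstimulated transgenic mouse T cells, 750 per well, received compound and, after 60 minutes, anti-CD3/anti-CD4 bead plus anti-CD28 stimulation. EGFP and DsRed were quantified after 18 hours.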
Abeta yeast res: qHTS for compounds that reverse cellular toxicity of Amyloid beta (A-beta) peptide in yeast: Primary Screen | AID 1347071, 2019 | 0.063% of 410,000 active | yeast expressing A-beta42, growth rescue, OD600, 48 h; response scale: 0% DMSO, 100% iron-clioquinol control | Potency, µM (doses to about 46.1 µM), without a hit: at the highest dose growth rescue, usual class: activators; also: potency is read from the fitted curve at half-maximal effect; nearly all actives have a fitted effect of over 55% in size
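Growth rescue measured by 600 nm absorbance after 48 h yeast culture at 30 C with compound. Values normalized between DMSO and an equimolar ferric chloride plus clioquinol control.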
PI5P4Ka inh: qHTS for Inhibitors of phosphatidylinositol 5-phosphate 4-kinase (PI5P4K) | Phosphatidylinositol 5-phosphate 4-kinase type-2 alpha (Homo sapiens), P48426 | PI5P4Kalpha enzyme, ADP-Glo luminescence, 60 min; active compounds read low | max response, % | 1.2% of 330,000 active; active = max response of -50% or lower; inconclusive = between -30% and -50%; inactive = -30% or higher; also: value at the top dose of about 77 µM; % is scaled to controls: 0 for no effect and ±100 for the full control effect
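ADP-Glo luminescence end-point read after a 60 min room-temperature kinase reaction of PI5P4Kalpha plus substrate, initiated with ATP at 5 microM final. Buffer: 0.038 M HEPES pH 7.4, EGTA, 0.1% CHAPS, 5% DMSO.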
EPAC1 agonist: qHTS for Agonist of cAMP-regulated guanine nucleotide exchange factor 3 (EPAC1): primary screen; Rap guanine nucleotide exchange factor 3 (Homo sapiens), O95398; EPAC1 agonist qHTS, biochemical assay; response scale: 100% = response to 6.5 mM cAMP; Potency, µM (doses to about 154 µM), without a hit: top-dose activation, actives largely listed as activators; 0.073% of 360,000 active; AID 720707, 2013; also: potency is read from the fitted curve at half-maximal effect; nearly all actives have a fitted effect of over 60% in size
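Compounds were pinned as a concentration titration into mixtures of EPAC1 (100 nM), BODIPY-GDP-loaded Rap1B (250 nM) and GDP (50 uM). After 5 min at room temperature, fluorescence was followed for 30 min; activity was scaled to 6.5 mM cAMP.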
An asterisk follows results filed as active; u = inconclusive; x = no result given; & = joins results of further samples; [ ] = dose if it differs, or a comment. Unless noted, calls follow the shape of the dose curve; as a rule, active = well fitted curve in the direction sought with a large enough effect; inconclusive = small, poorly fitted or top-dose-only effect, or another doubt; inactive = no such curve, though single readings can be large; an effect the other way counts as inactive or inconclusive. Hits appear at their usual frequency; overall some 4.1% were active at least once.

SMILES	EPAC1 antagonist	aSyn yeast inh	PLK1 PBD block	FUS suppressor	WRN inhibitor	IL-2 act	Abeta yeast res	PI5P4Ka inh	EPAC1 agonist
CC(C)(C)C(=O)Nc1ccccc1C(=O)NCc1cccnc1	-1%	1%	3%	-1%	3%	-0.5	3%	3	-4%
COc1ccc(-n2c(C)cc3cc(OC(C)=O)ccc32)cc1	-36%	-15%	-10%	19%	-34%	-0.8	-23%	9	0%
CC1CCCCN1CCCNc1ccc(C(CC(N)=O)NC(=O)Cc2cccc3ccccc23)cc1[N+](=O)[O-] (stereo not drawn)	-19%	-13%	-14%	-8%	-5%	-2.1	4%	2	7%
CCOc1ccc(CCNC(=O)Cc2ccc(NC3=NC4CS(=O)(=O)CC4S3)cc2)cc1OCC (stereo not drawn)	-6%	-9%	-15%	-11%	4%	-2.7	11%	3	9%
Cc1cc(C(=O)N2CCc3ccccc3C2)c(C)o1	4%	1%	-7%	0%	-8%	-3.2	-5%	4	6%
Cn1c(Oc2ccc(F)cc2F)c(C=O)c2ccccc21	4%	14%	1%	9%	3%	-2.1	10%	4	-5%
Cc1csc(NC(=O)CSc2ccc(-c3ccccc3)nn2)n1	u	20%	-5%	16%	4%	-0.4	-15%	-3	4%
O=C(Nc1ccccc1)NN(C(=O)CCl)c1ccccc1	-29%	-1%	-9%	5%	-1%	-0.7	5%	4	1%
CC(=O)Nc1ccc(S(=O)(=O)NCCc2cc3c(C)ccc(C)c3[nH]c2=O)cc1	-17%	-2%	-6%	-25%	4%	-1.4	-27%	3	-1%
N=c1sccn1CC(=O)NCCc1ccc(Cl)cc1	0%	-4%	-6%	17%	18%	1.5	-3%	-1	5%
FC(F)(F)c1cc(C(F)(F)F)c2ccc(N3CCOCC3)nc2n1	13%	8%	-7%	-8%	5%	5.7	1%	0	4%
CN(Cc1c(F)cccc1Cl)c1ccc(S(=O)(=O)N2CCOCC2)cn1	-26%	8%	-8%	12%	-6%	-2.8	6%	x	20%
CCSc1nc2sc3c(c2c(=O)n1C1CCCCC1)CCN(C)C3	-4%	-1%	-10%	20%	2%[57.1 µM]	-2.7	-27%	2	-4%
O=Cc1cn(CC(=O)Nc2ccc(F)cc2)c2ccccc12	6%	-1%	-8%	22%	8%	-4.5	18%	6	-6%
Cc1ccc(NC(=O)C(Cc2ccccc2)n2cccc2)cc1 (stereo not drawn)	-19%	2%	-6%	8%&11%	-2%	-2.4	11%&-3%	0	5%
Cc1cc(Cl)cc2sc(NC(=O)C3CC3)nc12	-17%	0%	-2%	-28%	-3%	-3.4	0%	9	3%
CCN(CC)S(=O)(=O)c1ccc(C)c(NC(=O)COc2ccc(Br)cc2Cl)c1	13%	1%	0%	7%	9%	0.0	0%	-8	1%
CC1=C(C(=O)OCc2ccccc2)C(c2ccc([N+](=O)[O-])cc2)NC(=O)N1 (stereo not drawn)	3%	5%	0%	9%	-6%	-0.3	7%	2	2%
CC(=O)Nc1cc(S(=O)(=O)Nc2cccc(C)c2)c(C)cc1C	4%	-8%	-2%	-15%	-10%	1.3	-2%	-9	4%
COc1cccc(/C=N/NC(=O)CSc2ccccc2C)c1OC	-6%	1%	-8%	-19%	1%	2.4	11%	8	-4%

Some of these compounds in order of the aSyn yeast inh value, low to high:
| SMILES | aSyn yeast inh |
| --- | --- |
| Cc1cc(Cl)cc2sc(NC(=O)C3CC3)nc12 | 0% |
| FC(F)(F)c1cc(C(F)(F)F)c2ccc(N3CCOCC3)nc2n1 | 8% |
| Cn1c(Oc2ccc(F)cc2F)c(C=O)c2ccccc21 | 14% |

(listing goes on)
SMILES	EPAC1 antagonist	aSyn yeast inh	PLK1 PBD block	FUS suppressor	WRN inhibitor	IL-2 act	Abeta yeast res	PI5P4Ka inh	EPAC1 agonist
CC(=O)c1ccc(S(=O)(=O)N2CCN(CC(=O)Nc3ccc(Cl)c([N+](=O)[O-])c3)CC2)cc1	-21%	-4%	0%	u	5%	-0.4	-11%	-10	0%
NC(=O)CC(c1ccccc1)c1ccc2c(c1)OCO2 (stereo not drawn)	-19%	-6%	-8%	-8%	-1%	2.1	22%	-7	5%
O=C(O)c1cccc(NN=C2c3ccccc3-c3ccccc32)c1	-7%	-40%[inhibitor]	u	15%	-21%	-1.2	-88%[inhibitor]	32	-10%
O=C(CCc1nnc(CCCCc2ccccc2)o1)NCCn1cccn1	0%	1%	u	-8%	5%	0.1	-11%	1	-10%
O=C1C=CC2(O[C@H](c3ccccc3)[C@@H](c3ccccc3)O2)[C@H](Sc2ccccc2O)C1	-27%	-76%[inhibitor]	2.4µM*	x	11µM*	-0.7	-84%[inhibitor]	-11	-10%
Cc1ccc(NC(=O)CNC(C)c2ccccc2)cc1 (stereo not drawn)	-9%	-2%	-9%	2%	20%	-0.2	4%	1	-3%
CC(Cl)c1cc(-c2ncc(C(F)(F)F)cc2Cl)no1 (stereo not drawn)	-22%	-4%	-22%	11%	-4%	-0.8	-2%	3	-7%
COc1ccccc1NC(=O)CSc1nnnn1C	18%	-1%	-5%	30%	-4%[57.1 µM]	-3.3	-3%	x	9%
O=C(NCCCN1CCC(Cc2ccccc2)CC1)C1CCN(S(=O)(=O)N2CCOCC2)CC1	-8%	0%	-7%	-10%	2%	0.7	16%	0	5%
CCOc1ccc(NC(=O)C2CC3CCC2C3)cc1 (stereo not drawn)	6%	5%	7%	-7%	-4%	0.9	15%	2	8%
CCCCc1nnc(NC(=O)C2CC(=O)N(Cc3ccccc3)C2)s1 (stereo not drawn)	15%	-3%	-11%	35%	0%	-0.3	6%	-21	4%
Cc1csc(NC(=O)CSC2=NCCS2)n1	-6%	18%	-20%	12%	-6%	-3.4	21%	0	1%
Cn1ccnc1C(O)c1cc(C(C)(C)C)c(O)c(C(C)(C)C)c1 (stereo not drawn)	7%	7%	-27%	-5%	-4%[57.1 µM]	-3.2	-57%[inhibitor]	x	-2%
Cc1ccc(NC2CCCN(C(=O)CN3C(=O)CSC3=O)C2)cc1C (stereo not drawn)	12%	2%	-2%	x	-20%	2.0	3%	4	-1%
O=C(NC1CCCCC1)N1CCN(c2ccccc2Cl)CC1	3%	5%	-1%	8%	-1%	-2.6	0%	-2	-6%
O=C(N[C@H]1CC1c1ccccc1)c1ccc([N+](=O)[O-])cc1 (stereo partly drawn)	9%	2%	2%	10%	3%	0.1	-13%	-4	3%
Cc1cc(Br)cn2c(Cc3ccsc3)c(-c3ccc(F)cc3)nc12	-2%	u	u	22%	-10%	4.7	0%	-4	-7%
Cc1ccc(N2C(=O)[C@@H]3[C@H](C2=O)[C@H]2C=CC=NN2[C@@H]3C(=O)Nc2ccccc2)cc1	-18%	1%	-28%	17%	0%	0.7	21%	-19	-4%
COc1ccc(Br)cc1C(=O)Nc1cccc(-c2nnc(-c3ccco3)o2)c1	2%	-6%	-13%	20%	-17%	-2.3	-5%	x	8%
Cc1nn(-c2ccccc2)c(Cl)c1C(=O)NCC(C)c1ccccc1 (stereo not drawn)	1%	5%	-5%	8%	-8%	-3.7	-22%	4	5%
COc1cc(NC(=O)CN2C(=O)COc3ccc(S(=O)(=O)N4CCCC4)cc32)cc(OC)c1	u	2%	-15%	11%	-15%	0.3	9%	8	3%
Cc1ccccc1C(OCC(O)CN1CCC(C(N)=O)CC1)c1ccccc1 (stereo not drawn)	5%	-1%	-5%	3%	5%	0.7	-11%	10	-2%
Cc1ccc(CN2CCCN(Cc3ccc(F)cc3Cl)S2(=O)=O)cc1	-15%	-7%	-5%	4%	-2%	-0.6	0%	11	-4%
CCN(c1ccccc1)c1nc(C#N)nc(N(CC)c2ccccc2)n1	-5%	-34%&-26%[inhibitor]	21µM*	7%	-5%	-3.9	-5%	-6	-1%
COc1ccc(CCNC(=O)CSc2nnc3ccc(-c4ccncc4)nn23)cc1	-5%	0%	-28%	2%	-7%	0.4	10%	7	9%
Brc1ccc(/C=N/Nc2ccccc2)cc1	-39%	-28%	-25%	21%	-2%	1.4	-17%	23	0%
O=C1CCN(CCc2ccccc2)CCN1[C@H](CSc1ccccc1)c1ccccc1	-4%	1%	-6%	7%	-6%	-0.2	1%	-2	4%
CC(=O)Nc1cc(C(=O)c2ccccc2)ccc1N1CCOCC1	1%	-5%	-7%	-23%	-4%	-1.4	-13%	-5	5%
COc1ccc(C)cc1-n1c(-c2ccncc2)n[nH]c1=S	11%	3%	-1%	-10%	-2%	-1.7	26%	6	1%
O=c1oc2ccccc2cc1NCc1ccccc1O	-25%	-9%	-10%	-9%	-6%	-3.6	-28%	-19	-4%
Cc1cnc(C(=O)OCC(=O)Nc2sc3c(c2C#N)CCC3)cn1	11%	-4%	-16%	2%	u	-4.1	-9%	u	-8%
O=Cc1cc2ccccc2nc1SCCCF	-27%	0%	-6%	-2%	-20%[57.1 µM]	2.1	-13%	0	9%
CC(=O)Nc1cccc(-c2ccnc3c2CC(C)(C(=O)NCc2ccco2)O3)c1 (stereo not drawn)	-4%	0%	-8%	7%	2%	-0.5	-16%	5	2%
CCOCCn1c(=O)c2c(nc3n2CCCN3Cc2ccccc2)n(C)c1=O	8%	-1%	-17%	-4%	3%	-0.4	3%	-2	-8%
